Screening data: PubChem, The Scripps Research Institute Molecular Screening Center
TAAR1 agonist: agonists of human TAAR1; Q96RJ0; CHO RD-HGA16 TAAR1, Fluo-8 calcium fluorescence; vehicle wells 0%, saturating PEA agonist 100%; activation, % at 3 µM; actives 0.99% (n = 360,000); AID 624467;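 active means activation above the mean activation of all test compounds in the run plus 3 SD, cut at about 38% in these data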
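System: CHO-derived RD-HGA16 cells with stable Gα16 and human TAAR1. Times: 17-24 h plating, Fluo-8 75 min 37 °C, 30 min RT. Measured by: calcium-sensitive Fluo-8 signal, excitation 470-495, emission 515-575 nm. Read-out basis: % activation relative to PEA EC100 response. Control set: DMSO and PEA EC100. Repeats: no replicates (n 1).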
CHRM5 PAM: CHRM5 positive allosteric modulation; CHO-K1 hM5, Fluo-8 calcium, ACh EC20 PAM; 0% = ACh EC20, 100% = ACh EC100; P08912; actives 0.3% (n = 360,000); activation, % at 3 µM;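 active means activation above the run cutoff, the mean activation of all test compounds plus 3 SD, cut at about 18% in these data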
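Assay system – human M5 receptor in CHO-K1 cells · Read-out – % activation, ACh-normalized · Technique – Fluo-8 calcium fluorescence · Dosing – single-point, 3 µM nominal · Incubation – Fluo-8 loading 80 min at 37 °C plus 30 min room temperature · Repeats – singlicate, one well per test compound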
CHRM1 antagonist: antagonists of human M1 muscarinic receptor; P11229; CHO-K1 hM1, Fluo-8 calcium fluorescence, ACh EC80 antagonist; AID 588852; actives 1.3% (n = 360,000); inhibition, % at 3 µM;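 active means percent inhibition above its own plate's cutoff, namely the mean of that plate's compound wells plus 3 SD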;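 further: peak over basal fluorescence ratio during 140 s after agonist addition; 0% = ACh EC80 plus DMSO and 100% = DMSO alone without agonist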
Target sequence (P11229 whole entry, looked up): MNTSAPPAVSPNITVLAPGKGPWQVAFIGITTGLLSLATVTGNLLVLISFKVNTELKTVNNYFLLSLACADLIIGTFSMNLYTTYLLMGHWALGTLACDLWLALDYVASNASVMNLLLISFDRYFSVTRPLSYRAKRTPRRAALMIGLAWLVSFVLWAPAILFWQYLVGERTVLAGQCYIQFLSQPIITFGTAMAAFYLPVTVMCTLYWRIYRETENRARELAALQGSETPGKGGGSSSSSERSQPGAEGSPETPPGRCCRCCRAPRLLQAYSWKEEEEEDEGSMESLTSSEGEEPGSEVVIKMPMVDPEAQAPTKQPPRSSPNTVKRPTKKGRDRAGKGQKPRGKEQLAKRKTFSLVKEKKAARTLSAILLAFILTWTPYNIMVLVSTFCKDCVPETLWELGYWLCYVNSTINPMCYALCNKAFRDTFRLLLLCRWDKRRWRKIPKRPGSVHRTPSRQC
M5 antag: CHRM5 antagonism in calcium assay; CHO-hM5 cells, Fluo-8 calcium fluorescence, ACh EC80; inhibition, % at 3 µM; actives 0.59% (n = 360,000);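 active means inhibition above a per-plate cutoff, the mean of that plate's test compounds plus 3 SD, cut at about 27% in these data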;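 further: 0% = acetylcholine EC80 with DMSO and 100% = DMSO without agonist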
M1 PAM: positive allosteric modulators of human M1 muscarinic receptor; actives 0.088% (n = 360,000); P11229; CHO-K1 hM1, Fluo-8 calcium fluorescence, ACh EC20; 0% = ACh EC20, 100% = maximal ACh; activation, % at 3 µM; in the data active means activation above about 19%, passing the limit was not always enough
M5 ag: agonists of human muscarinic M5 receptor (CHRM5); P08912; CHO-K1 hM5 cells, Fluo-8 calcium fluorescence; 0% DMSO wells, 100% maximal acetylcholine response; activation, % at 3 µM; actives 0.19% (n = 360,000);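 active means activation above the run's mean over test compounds plus 3 SD, cut at about 23% in these data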;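 further: signal is peak over basal fluorescence ratio across the kinetic read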
CHRM1 agonist: activates human CHRM1 receptor; CHO-K1 hM1, Fluo-8 calcium fluorescence, agonist mode; 0% DMSO, 100% acetylcholine EC100; activation, % at 3 µM; actives 0.33% (n = 360,000); AID 588814;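 active means activation above the run's mean compound activation plus 3 SD, cut at about 16% in these data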;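 further: peak over basal fluorescence ratio within a 140 s kinetic read after compound addition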
CHRM4 antagonist: CHRM4 antagonism in calcium assay. CHO-hM4 cells, ACh EC80, Fluo-8 calcium fluorescence. actives 0.73% (n = 360,000). P08173. inhibition, % at 3 µM;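 active means inhibition above its plate's cutoff, the mean inhibition of sample wells plus 3 SD, cut at about 27% in these data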;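 further: 0% = acetylcholine EC80 with DMSO and 100% = DMSO without agonist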
Target sequence (P08173 whole entry, looked up): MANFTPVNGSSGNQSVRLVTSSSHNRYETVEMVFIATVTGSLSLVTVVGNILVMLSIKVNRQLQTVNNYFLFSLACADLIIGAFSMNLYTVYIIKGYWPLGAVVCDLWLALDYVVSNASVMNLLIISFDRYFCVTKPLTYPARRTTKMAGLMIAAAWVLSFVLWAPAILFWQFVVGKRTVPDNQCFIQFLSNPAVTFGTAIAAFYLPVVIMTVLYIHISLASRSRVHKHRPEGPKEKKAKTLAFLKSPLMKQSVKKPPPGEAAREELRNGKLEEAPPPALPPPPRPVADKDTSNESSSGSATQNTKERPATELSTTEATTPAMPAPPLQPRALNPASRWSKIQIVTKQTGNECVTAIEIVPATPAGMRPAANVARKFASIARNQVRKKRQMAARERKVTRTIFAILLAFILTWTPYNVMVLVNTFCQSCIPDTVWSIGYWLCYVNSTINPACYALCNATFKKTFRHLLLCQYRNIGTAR
M4 ag: agonists of human muscarinic M4 receptor (CHRM4). CHO-K1 hM4/Gqi5, Fluo-8 calcium fluorescence; vehicle 0%, full acetylcholine response 100%. activation, % at 3 µM. AID 624127. P08173. actives 0.14% (n = 360,000);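 active means activation above the run mean over all test wells plus 3 SD, cut at about 32% in these data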;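 further: peak over basal fluorescence ratio per well then scaled between controls; 0% = DMSO wells and 100% = acetylcholine at EC100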
* hit, by the source's call. Only part of the results is shown; count on the stated rates, not on these rows.

SMILES	TAAR1 agonist	CHRM5 PAM	CHRM1 antagonist	M5 antag	M1 PAM	M5 ag	CHRM1 agonist	CHRM4 antagonist	M4 ag
COc1ccc(C(=O)COC(=O)Cn2c(C)csc2=O)c(OC)c1	1	3	-17	8	14	2	0	-7	2
CCOC(=O)N1CCN(c2nc3ccccc3n3cnnc23)CC1	0	-2	-4	-4	0	5	-2	-2	1
CC(C)(C)NC(=O)C[n+]1ccc(C(N)=O)cc1	6	-3	-6	7	4	-3	-7	-12	2
COc1ccc(C(=O)CCS(=O)(=O)c2ccc(C)cc2)cc1	0	2	5	4	3	0	-1	-9	3
COc1cc(C2CC(=O)Nc3ccccc3S2)cc(OC)c1OC (stereo unspecified)	20	-15	18	19	-10	4	3	35*	18
COC(=O)[C@@]12CCCCN1[C@H](c1ccc(-c3ccc(Cl)c(Cl)c3)c(OC)c1)[C@@H]1C(=O)N(C)C(=O)[C@@H]12	8	-6	18	12	1	-1	-2	8	0
Cn1c(SCC(=O)Nc2ccccc2Oc2ccccc2)nnc1C1CC1	2	10	-12	-6	7	-1	-5	5	0
O=C(COC(=O)CNC(=O)c1ccc(-c2ccccc2)cc1)NCc1ccco1	0	2	-11	3	12	-4	-4	0	0
CCCCN(C=O)c1c(CC)nc2ccc(C(=O)N3CCCCC3)cn12	2	-5	-9	9	4	1	-4	-2	0
Cc1cc(F)ccc1NC(=O)C(C)n1c2ccccc2c2nc(=O)cc(C)n21 (stereo unspecified)	0	-2	-15	13	6	-7	-5	2	0
O=c1onc(-c2cccnc2)n1-c1ccccc1F	2	8	-17	5	14	1	-2	-9	0
CC(C)(C)OC(=O)NCCCCCC(=O)N/N=C/c1coc2ccccc2c1=O	1	8	-16	4	13	0	-3	-3	4
C[C@H](CO)N1C[C@H](C)[C@H](CN(C)S(=O)(=O)c2ccc(C#N)cc2)OCc2cnnn2CCCC1=O	1	1	-12	-6	7	2	-6	11	0
O=C(NCC1CCCCC1)C1(CC2CC(c3cccc(Br)c3)=NO2)CCNCC1 (stereo unspecified)	4	-6	0	8	2	-1	-2	-1	0
Cc1ccc(F)c(NC(=O)c2c(-c3ccccc3)noc2C)c1	6	6	6	-6	-1	-6	-6	-2	0
O=C(CN1CCN(Cc2ccc(Cl)cc2)CC1)N/N=C/c1cccs1	6	10	9	-1	0	4	-4	2	3
CCCCc1nc2n[nH]c(N)c2c2c1CSC(C)(C)C2	12	-1	-2	5	5	6	0	9	2
Nc1cc(N)nc(SCC(=O)c2ccccc2)n1	14	-1	-11	-1	6	-7	-1	3	1
Cc1ccc(N2C(=O)CC(Cc3ccc(Cl)cc3)C2=O)cc1 (stereo unspecified)	2	0	-8	-3	9	-5	-3	-14	0
CCN1C(=O)[C@H]2[C@@H](c3ccc(OC)cc3)N3C(=O)CN(CC4CC4)C(=O)[C@@]3(C)[C@H]2C1=O	16	6	-8	8	7	0	-3	1	0
Brc1ccc(-c2cnc3n2CCCC3)cc1	3	-9	9	0	-18	-11	-5	0	3
O=S(=O)(NCc1ccc(Cl)cc1Cl)c1cccs1	2	-2	-14	6	1	-9	-6	4	-1
CC(=O)CSc1nnc(Cc2ccc3c(c2)OCO3)o1	2	-1	-11	1	4	-2	-3	-5	0
O=C(NC(Cc1ccc(O)cc1)C(=O)O)c1ccc2c(c1)OCO2 (stereo unspecified)	11	5	-2	-13	6	3	-2	-16	0
O=S(=O)(c1ccc(S(=O)(=O)N2CCN(C/C=C/c3ccccc3)CC2)cc1)N1CCCC1	18	-1	4	2	-4	-5	-2	-1	2

Entries above marked active in CHRM4 antagonist:
| SMILES | TAAR1 agonist | CHRM1 antagonist | M5 antag | M1 PAM | M5 ag | CHRM1 agonist | CHRM4 antagonist | M4 ag |
| --- | --- | --- | --- | --- | --- | --- | --- | --- |
| COc1cc(C2CC(=O)Nc3ccccc3S2)cc(OC)c1OC (stereo unspecified) | 20 | 18 | 19 | -10 | 4 | 3 | 35* | 18 |

Grouped by structure: the compounds so far with a Cl atom (4)
SMILES	TAAR1 agonist	CHRM5 PAM	CHRM1 antagonist	M5 antag	M1 PAM	M5 ag	CHRM1 agonist	CHRM4 antagonist	M4 ag
COC(=O)[C@@]12CCCCN1[C@H](c1ccc(-c3ccc(Cl)c(Cl)c3)c(OC)c1)[C@@H]1C(=O)N(C)C(=O)[C@@H]12	8	-6	18	12	1	-1	-2	8	0
O=C(CN1CCN(Cc2ccc(Cl)cc2)CC1)N/N=C/c1cccs1	6	10	9	-1	0	4	-4	2	3
Cc1ccc(N2C(=O)CC(Cc3ccc(Cl)cc3)C2=O)cc1 (stereo unspecified)	2	0	-8	-3	9	-5	-3	-14	0
O=S(=O)(NCc1ccc(Cl)cc1Cl)c1cccs1	2	-2	-14	6	1	-9	-6	4	-1

The list continues:
SMILES	TAAR1 agonist	CHRM5 PAM	CHRM1 antagonist	M5 antag	M1 PAM	M5 ag	CHRM1 agonist	CHRM4 antagonist	M4 ag
c1ccc(-n2c3ccccc3c3ccccc32)cc1	1	19*	-11	-8	13	7	1	-7	0
CCCCOC(=O)c1ccc(NC(C)=O)cc1	-1	2	-3	-1	-2	-2	-4	-11	0
CN(NC1CC(=O)N(c2ccccc2)C1=O)c1ccccc1 (stereo unspecified)	2	1	-12	-10	3	-4	-6	-7	1
CCO[C@@H]1OC(C(=O)NCc2ccccc2)=C[C@H](c2ccc(C(F)(F)F)cc2)[C@H]1CCCO	8	-36	16	4	-19	-11	-10	-6	3
COc1cc(C(=O)NC(C(=O)Nc2cccc(C(C)=O)c2)C(C)C)cc(OC)c1OC (stereo unspecified)	-1	1	-8	2	14	-1	-14	-6	1
O=C(O)c1cccc2c1C(=O)c1cc([N+](=O)[O-])cc([N+](=O)[O-])c1-2	1	-10	-8	15	13	-2	2	-2	0
COc1ccc(CS(=O)(=O)CC2(O)CCN(C(=O)c3cccc(C(F)(F)F)c3)CC2)cc1	2	-4	-13	9	9	-3	-2	-12	3
CCC1Oc2ccccc2N(CC(=O)NCCCN2CCCCC2C)C1=O (stereo unspecified)	6	0	-1	-10	7	-3	-11	-17	1
CC(=O)Nc1cc([N+](=O)[O-])ccc1OCc1ccccc1	1	1	-10	7	4	6	3	2	3
CCN(CC)CCN1C(=O)C2C(C(=O)Nc3ccc(Br)cc3)C3C=CC2(O3)C1C(=O)NC1CCCCC1 (stereo unspecified)	-4	2	-5	10	4	-3	-10	7	0
O=C(CSc1n[nH]c(=O)[nH]c1=O)NC1CCCCC1	-2	-1	-3	11	9	1	0	-8	1
O=P(c1ccccc1)(c1ccccc1)c1nc(-c2ccccc2)oc1NCc1ccccc1	7	4	0	6	4	-3	2	-1	2
Cc1csc(=O)n1CC(=O)Nc1ccc(Cl)c(Cl)c1	7	-7	11	8	-5	0	-3	8	3
Cc1cccc(CSCCNC(=O)CN2C(=O)c3ccccc3S2(=O)=O)c1	-2	-4	6	-2	-4	0	-1	-12	4
O=C(Cc1ccc(S(=O)(=O)N2CCOCC2)s1)NNC(=O)c1ccccc1Cl	1	-5	-8	14	16	1	2	1	0
CCCCOc1ccc(C(C)(O)CCN2CCOCC2)cc1 (stereo unspecified)	8	-1	-8	-1	-5	-8	-10	4	1
O=S(=O)(NC1CCCC1)c1ccccc1Br	6	-2	-15	4	5	-3	-3	-20	3
COC(=O)c1[nH]c2ccc(C)cc2c1NC(=O)Oc1ccccc1	8	6	-25	-6	5	-1	0	-6	1
Cc1cc(C)cc(C(=O)OCC(=O)NCC(F)(F)F)c1	7	4	-8	-5	0	-1	-6	-1	0
O=[N+]([O-])/C=C1\C=CC=CN1Cc1ccc(Cl)cc1	2	-4	-10	7	6	-3	-4	2	1
COC(=O)c1c(C#N)c(N)nc2c1CCCC2	6	2	-8	-3	7	0	-1	3	2
Cc1ncoc1C(=O)NCCC(c1ccccc1)c1ccccc1	1	1	5	9	-1	2	-4	1	6
CCOCCCNC(=O)Cn1ncc2c(=O)oc3ccccc3c21	1	-4	-3	5	1	1	-2	39*	4
CC(OC(=O)c1ccc(O)cc1)C(=O)Nc1ccc(Oc2ccccc2)cc1 (stereo unspecified)	3	-21	-2	0	-8	-3	-6	4	6
CCOc1cccc(/C=C/C(=O)O)c1	1	11	-5	0	8	2	-1	3	1
COc1ccc(NC(=S)N2CCC(N(C)CCN3CCOCC3)CC2)cc1Cl	3	-4	1	6	-1	-5	-12	13	1
Cc1cc(Cl)ccc1OCCCC(=O)Nc1cccc(-n2cnnn2)c1	5	-12	-2	19	-1	1	0	2	14
Cc1c(NC(=O)CSc2ncn[nH]2)c(=O)n(-c2ccccc2)n1C	5	2	1	-3	1	0	-2	3	1
COc1ccc(NC(=O)c2cc3ccccc3o/c2=N\NS(=O)(=O)c2ccc(C)cc2)cc1	3	4	-10	-17	7	-2	0	-11	1
CC1(CC(=O)O)SC(=O)NC1=O (stereo unspecified)	3	2	-2	-5	8	2	0	9	1

Two entries from above, with bars between the fields.
SMILES | TAAR1 agonist | CHRM5 PAM | CHRM1 antagonist | M5 antag | M1 PAM | M5 ag | CHRM1 agonist | CHRM4 antagonist | M4 ag
CN(NC1CC(=O)N(c2ccccc2)C1=O)c1ccccc1 (stereo unspecified) | 2 | 1 | -12 | -10 | 3 | -4 | -6 | -7 | 1
CCO[C@@H]1OC(C(=O)NCc2ccccc2)=C[C@H](c2ccc(C(F)(F)F)cc2)[C@H]1CCCO | 8 | -36 | 16 | 4 | -19 | -11 | -10 | -6 | 3

Complete entries, looked up by structure. Order of values: TAAR1 agonist | CHRM5 PAM | CHRM1 antagonist | M5 antag | M1 PAM | M5 ag | CHRM1 agonist | CHRM4 antagonist | M4 ag
COc1ccc(NC(=S)N2CCC(N(C)CCN3CCOCC3)CC2)cc1Cl is listed as 3 | -4 | 1 | 6 | -1 | -5 | -12 | 13 | 1
CC(OC(=O)c1ccc(O)cc1)C(=O)Nc1ccc(Oc2ccccc2)cc1 (stereo unspecified) is listed as 3 | -21 | -2 | 0 | -8 | -3 | -6 | 4 | 6
CCO[C@@H]1OC(C(=O)NCc2ccccc2)=C[C@H](c2ccc(C(F)(F)F)cc2)[C@H]1CCCO is listed as 8 | -36 | 16 | 4 | -19 | -11 | -10 | -6 | 3
COc1ccc(CS(=O)(=O)CC2(O)CCN(C(=O)c3cccc(C(F)(F)F)c3)CC2)cc1 is listed as 2 | -4 | -13 | 9 | 9 | -3 | -2 | -12 | 3
Cc1cccc(CSCCNC(=O)CN2C(=O)c3ccccc3S2(=O)=O)c1 is listed as -2 | -4 | 6 | -2 | -4 | 0 | -1 | -12 | 4
